Screening results: PubChem, The Scripps Research Institute Molecular Screening Center
LYPLA1 inh – LYPLA1 (human) inhibition in PME1 counter-screen; O75608; recombinant LYPLA1, FP-Rh probe fluorescence polarization; inhibition, % at 5.9 µM; 320,000 tested, 0.16% active; AID 2174;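 active means inhibition above the mean of all tested compounds plus 3 SD, set per campaign, cut at about 14% in these data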;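 further: inhibitors block serine hydrolase probe labeling of LYPLA1 so polarization falls; 0% = enzyme with DMSO and 100% = wells lacking LYPLA1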
PAFAH2 FP inh – inhibitors of human PAFAH2; 340,000 tested, 0.99% active; recombinant PAFAH2, FP-rhodamine activity probe, fluorescence polarization; AID 492956; inhibition, % at 3.39 µM;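 active means inhibition above the mean over all tested compounds plus 3 SD, cut at about 30% in these data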;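 further: inhibitors block probe labeling of enzyme so polarization drops; 0% = enzyme with DMSO and 100% = wells lacking PAFAH2 protein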
GSTO1 inh – GSTO1 inhibition, counter-screen for RBBP9 inhibitors. 300,000 tested, 1.1% active. inhibition, % at 5.96 µM. P78417. AID 1974. recombinant GSTO1, activity-based probe fluorescence polarization;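 active means inhibition above the campaign mean inhibition plus 3 SD, cut at about 35% in these data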;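 further: 0% = GSTO1-1 with DMSO and 100% = wells lacking GSTO1-1 enzyme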
Target sequence (P78417 whole entry, looked up): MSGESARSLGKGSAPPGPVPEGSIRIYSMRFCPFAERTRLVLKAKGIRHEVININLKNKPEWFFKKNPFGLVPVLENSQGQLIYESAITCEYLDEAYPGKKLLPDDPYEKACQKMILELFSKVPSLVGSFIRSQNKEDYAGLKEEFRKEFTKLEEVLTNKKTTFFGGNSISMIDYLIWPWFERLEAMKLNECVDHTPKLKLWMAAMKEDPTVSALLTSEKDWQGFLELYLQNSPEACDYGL
PME-1 inh – PME-1 (human) inhibition | AID 2130 | 320,000 tested, 0.53% active | inhibition, % at 5.9 µM | Q9Y570 | recombinant PME-1, FP-Rh probe fluorescence polarization;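 active means inhibition above the campaign mean of all compounds plus 3 SD, cut at about 26% in these data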;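 further: competitive labeling of PME-1 active site by serine hydrolase directed probe; 0% = PME-1 with DMSO and 100% = wells lacking PME-1 enzyme; inhibitors block probe labeling so polarization falls and inhibition rises; many of its hits are not listed in these tables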
Target sequence (Q9Y570 whole entry, looked up): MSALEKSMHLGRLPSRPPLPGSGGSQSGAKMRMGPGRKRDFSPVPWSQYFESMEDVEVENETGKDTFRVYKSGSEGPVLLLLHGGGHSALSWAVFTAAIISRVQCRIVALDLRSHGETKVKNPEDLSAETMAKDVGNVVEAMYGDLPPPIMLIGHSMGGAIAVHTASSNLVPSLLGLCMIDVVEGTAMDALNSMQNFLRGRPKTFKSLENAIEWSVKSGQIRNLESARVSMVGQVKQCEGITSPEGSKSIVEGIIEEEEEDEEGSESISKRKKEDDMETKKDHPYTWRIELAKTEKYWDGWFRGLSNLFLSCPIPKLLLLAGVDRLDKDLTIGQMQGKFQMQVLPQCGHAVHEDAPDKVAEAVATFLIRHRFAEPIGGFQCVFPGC
Fam108B inh – Fam108B inhibition, counter-screen for RBBP9 inhibitors; recombinant Fam108B, FP-Rh probe fluorescence polarization; inhibition, % at 9.51 µM; 300,000 tested, 0.33% active;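 active means inhibition above the screen mean inhibition plus 3 SD, computed separately per campaign, cut at about 18% in these data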;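 further: inhibitors lower polarization as less probe binds the enzyme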
pPAFAH FP inh – pPAFAH (human) enzyme inhibition; Q13093; recombinant pPAFAH, FP-rhodamine probe fluorescence polarization; inhibition, % at 3.39 µM; 330,000 tested, 1.5% active; AID 463082;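 active means inhibition above the mean inhibition across the screen plus 3 SD, cut at about 25% in these data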;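 further: inhibitors block binding of the rhodamine activity-based probe so polarization drops; 0% = enzyme with DMSO and 100% = wells lacking pPAFAH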
Target sequence (Q13093 whole entry, looked up): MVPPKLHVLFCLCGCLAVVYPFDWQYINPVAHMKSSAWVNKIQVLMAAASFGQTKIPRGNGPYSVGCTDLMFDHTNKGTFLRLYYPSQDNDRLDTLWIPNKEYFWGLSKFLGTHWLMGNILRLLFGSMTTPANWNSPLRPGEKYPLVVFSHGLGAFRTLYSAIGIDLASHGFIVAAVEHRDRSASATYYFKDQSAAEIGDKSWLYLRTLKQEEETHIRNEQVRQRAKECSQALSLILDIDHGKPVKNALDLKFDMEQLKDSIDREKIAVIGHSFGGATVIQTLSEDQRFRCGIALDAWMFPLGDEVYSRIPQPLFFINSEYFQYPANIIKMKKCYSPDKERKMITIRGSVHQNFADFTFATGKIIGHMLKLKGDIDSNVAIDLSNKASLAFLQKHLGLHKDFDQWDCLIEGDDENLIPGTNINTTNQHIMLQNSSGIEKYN
PAFAH1B2 FP inh – PAFAH1B2 (human) inhibition; inhibition, % at 3.39 µM; recombinant PAFAH1B2, FP-rhodamine activity probe, fluorescence polarization; 340,000 tested, 1.2% active;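 active means inhibition above the mean of all tested compounds plus 3 SD, cut at about 24% in these data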;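 further: 0% = enzyme with DMSO and 100% = wells lacking PAFAH1B2; many of its hits are not listed in these tables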
PAD4 inh – blocks human protein arginine deiminase 4 | recombinant PAD4, RCA probe fluorescence polarization | AID 485272 | inhibition, % at 6.36 µM | 330,000 tested, 0.41% active;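 active means percent inhibition above a cutoff equal to the mean of all tested compounds plus 3 SD, cut at about 15% in these data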;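 further: 0% = PAD4 with RCA probe and DMSO and 100% = probe without PAD4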
PAFAH1B3 FP inh – PAFAH1B3 (human) inhibition | Q15102 | recombinant PAFAH1B3, FP-rhodamine probe, fluorescence polarization | inhibition, % at 3.39 µM | 340,000 tested, 0.28% active | AID 492972;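 active means inhibition above the screen-wide average of all tested compounds plus 3 SD, cut at about 25% in these data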;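 further: 0% = enzyme with DMSO only and 100% = wells lacking PAFAH1B3 protein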
Active calls of the source: *; . = no result given. Some of the compounds tested (hit frequency here may not be typical).

nr | SMILES | LYPLA1 inh | PAFAH2 FP inh | GSTO1 inh | PME-1 inh | Fam108B inh | pPAFAH FP inh | PAFAH1B2 FP inh | PAD4 inh | PAFAH1B3 FP inh
1 | O=C(O)c1c2c(nc3ccc(S(=O)(=O)N4CCC(C(=O)NC5CCCCCC5)CC4)cc13)CCCC2 | -5 | 6 | 11 | -2 | 3 | 13 | 4 | 0 | 10
2 | Cc1ccc(CNC(=O)CSCC(=O)O)cc1 | -5 | 4 | -2 | -4 | 1 | -6 | 1 | 5 | 4
3 | CCOC(=O)c1cc2sccc2n1CC(=O)c1ccc2c(c1)OCCO2 | -5 | 0 | -3 | -9 | -6 | -3 | -4 | 1 | -10
4 | CCN(CC(=O)Nc1ccccc1OC)C(=O)CCOc1ccc(C(C)(C)C)cc1 | 0 | 4 | -4 | 5 | 0 | 8 | 30* | -4 | -2
5 | Cc1ccccc1C(=O)N1CCC(C(=O)N2CCN(c3ncccn3)CC2)CC1 | -2 | -6 | . | 3 | . | -1 | 7 | 4 | 13
6 | O=C(O)Cn1cnc2scc(-c3cccs3)c2c1=O | -7 | 10 | 11 | -7 | -5 | 6 | 5 | -1 | 4
7 | COc1ccc(CC(=O)N(Cc2ccccc2)c2cccc(C)c2)cc1OC | 0 | -2 | 10 | 0 | -3 | 3 | 3 | -1 | 7
8 | Cc1nc2c(cc1N)nc(C)n2Cc1ccccc1 | -1 | 0 | 1 | 2 | -3 | 5 | 4 | -1 | 2
9 | COc1ccc(C(=O)Nc2ccc(NC(=O)C3CC3)nc2)cc1 | -3 | 2 | -1 | 2 | 0 | 3 | 7 | -3 | 5
10 | Fc1ccc(-[n+]2nc(Nc3ccccc3)sc2-c2c3ccccc3cc3ccccc23)cc1 | 1 | 5 | -3 | 6 | 7 | 26* | -4 | 1 | 12
11 | O=C(NCc1cccnc1)c1ccc([N+](=O)[O-])cc1 | 4 | -3 | -5 | 3 | 2 | -1 | -1 | -5 | 4
12 | O=S(=O)(N(Cc1ccccc1)[C@@H](CO)Cc1ccccc1)N(Cc1ccccc1)[C@@H](CO)Cc1ccccc1 | . | 0 | . | . | . | -3 | -1 | -1 | 8
13 | COc1cc(OC)cc(C(=O)N[C@H](C(=O)OCC(=O)Nc2ccc3c(c2)OCO3)C(C)C)c1 | . | -2 | . | . | . | 10 | -1 | -3 | 13
14 | COc1ccccc1CNC(=O)[C@@H]1CCCN1S(=O)(=O)c1ccc(Cl)cc1 | 4 | 0 | 7 | 1 | 1 | 2 | 8 | -3 | 1
15 | CCOc1ccc(-c2nnc(-c3ccccc3)o2)cc1 | -1 | -4 | 1 | -20 | -3 | -6 | -4 | -5 | -5
16 | COc1cccc(NC(=O)CSCc2n[nH]c(=O)[nH]2)c1 | -2 | 8 | 2 | -3 | 0 | 2 | 6 | 0 | 2
17 | C/C(=N\NC(=S)Nc1ccccc1C)c1ccc(O)cc1 | -1 | 3 | 9 | 5 | 0 | 4 | 2 | 2 | 6
18 | COc1ccc(OC)c(S(=O)(=O)Nc2ccc3c(c2)N(C(C)=O)CCC3)c1 | 2 | 5 | 23 | 3 | 8 | 3 | 4 | -1 | 15
19 | O=C(NC(=S)NNC(=O)c1ccccc1O)c1ccc(F)cc1 | 4 | 18 | 0 | 1 | 10 | 14 | 10 | 4 | 14
20 | C=CCn1c(C)nnc1SCC(=O)c1[nH]c(C)c(C(C)=O)c1C | -1 | -3 | 0 | 4 | 6 | 3 | 5 | -2 | 11
21 | O=C(NCCC1=CCCCC1)C1CCN(S(=O)(=O)c2ccc(Br)s2)CC1 | 1 | -5 | 2 | 18 | 4 | 6 | 19 | 1 | 7
22 | Cc1cc(C(=O)COC(=O)C2=NNC(=O)CC2)c(C)n1-c1ccc(OC(F)F)cc1 | -2 | -11 | -1 | -6 | -4 | 6 | -3 | -2 | 2
23 | Cc1ccc(C(C(=O)NC(C)(C)C)N(C(=O)c2csnn2)c2ccccc2F)o1 (centres undefined) | -1 | 2 | -2 | 3 | 2 | -3 | 2 | 1 | 0
24 | CCCN1CCN(C(=O)c2cccc3c2C(=O)N(CCOC)C3)CC1 | -1 | 4 | 4 | -6 | 2 | -5 | 5 | 0 | 2
25 | NC(=O)CSc1nnc(-c2ccc(S(=O)(=O)N3CCOCC3)cc2)n1Cc1ccccc1 | 1 | 3 | 5 | 3 | 10 | 1 | 4 | 1 | -3
26 | O=C(CN(C(=O)c1csnn1)c1cccc2c1CCCC2)NCc1ccccc1 | -2 | -4 | 1 | 0 | -2 | 7 | 5 | 0 | 4
27 | CCN(CC)S(=O)(=O)c1ccc2nc(CSc3nnnn3-c3ccc(O)cc3)[nH]c2c1 | -2 | -3 | -14 | -4 | -6 | -5 | 5 | -4 | 6
28 | CCCC(O)(CCC)C(=O)NNc1ccccc1 | 4 | 1 | 2 | -3 | 5 | 1 | -1 | 2 | 1
29 | C/C(=N\NC(=O)c1cc(Br)ccc1O)c1cccc(NC(=O)c2ccccc2F)c1 | 4 | -5 | -16 | -8 | 7 | 18 | 7 | -3 | 3
30 | CS(=O)(=O)N1CCc2cc(-c3csc(NC(=O)Cc4cccs4)n3)ccc21 | -15 | -6 | -17 | 0 | -7 | 16 | 3 | -4 | 36*
31 | COc1ccc(C2C(C(N)=O)=C(C)Nc3nc(-c4ccccc4Cl)nn32)c(OC)c1 (centres undefined) | 0 | -10 | -6 | 8 | 0 | -3 | 0 | -2 | 7
32 | CC(=O)NC1C(=O)SC1(C)C (centres undefined) | -1 | . | -6 | -5 | -2 | 2 | . | -1 | .

Arranged by SMILES length (low to high): some entries from above
nr | SMILES | LYPLA1 inh | PAFAH2 FP inh | GSTO1 inh | PME-1 inh | Fam108B inh | pPAFAH FP inh | PAFAH1B2 FP inh | PAD4 inh | PAFAH1B3 FP inh
32 | CC(=O)NC1C(=O)SC1(C)C (centres undefined) | -1 | . | -6 | -5 | -2 | 2 | . | -1 | .
24 | CCCN1CCN(C(=O)c2cccc3c2C(=O)N(CCOC)C3)CC1 | -1 | 4 | 4 | -6 | 2 | -5 | 5 | 0 | 2
26 | O=C(CN(C(=O)c1csnn1)c1cccc2c1CCCC2)NCc1ccccc1 | -2 | -4 | 1 | 0 | -2 | 7 | 5 | 0 | 4
30 | CS(=O)(=O)N1CCc2cc(-c3csc(NC(=O)Cc4cccs4)n3)ccc21 | -15 | -6 | -17 | 0 | -7 | 16 | 3 | -4 | 36*
25 | NC(=O)CSc1nnc(-c2ccc(S(=O)(=O)N3CCOCC3)cc2)n1Cc1ccccc1 | 1 | 3 | 5 | 3 | 10 | 1 | 4 | 1 | -3
27 | CCN(CC)S(=O)(=O)c1ccc2nc(CSc3nnnn3-c3ccc(O)cc3)[nH]c2c1 | -2 | -3 | -14 | -4 | -6 | -5 | 5 | -4 | 6

New compounds follow:
nr | SMILES | LYPLA1 inh | PAFAH2 FP inh | GSTO1 inh | PME-1 inh | Fam108B inh | pPAFAH FP inh | PAFAH1B2 FP inh | PAD4 inh | PAFAH1B3 FP inh
33 | C[C@H](CO)N1C[C@H](C)[C@@H](CN(C)C(=O)NC2CCCCC2)Oc2c(NC(=O)Cc3ccccc3)cccc2C1=O | . | -2 | . | . | . | -2 | 8 | -7 | 2
34 | COC(=O)[C@@]1(Cc2ccc(F)cc2)[C@H]2c3cc(C(=O)N4CCCC4)n(CCc4ccc(O)c(O)c4)c3C[C@H]2CN1C(=O)c1ccccc1 | -1 | . | 12 | -1 | -4 | 13 | . | 2 | .
35 | CCc1ccc(NC(=O)c2ccc(NC(=O)C3CCCO3)cc2)cc1 (centres undefined) | 0 | -8 | -2 | -3 | 1 | 8 | 4 | 0 | 4
36 | COc1cc(C(=S)N2CCN(c3ccccc3Cl)CC2)cc(O)c1O | -6 | 8 | 37* | -1 | -1 | 42* | -4 | -2 | 1
37 | COc1cc(/C=C/C(=O)OCC(=O)NCCN2C(=O)CSC2=O)ccc1OC(F)F | -1 | 7 | 8 | 0 | 1 | 11 | 1 | 1 | 3
38 | CC(C)N(C(=O)CSc1nnc(Cn2nnc3ccccc32)n1C)C(C)C | 3 | -2 | 2 | 2 | -2 | 6 | 7 | 0 | -1
39 | Cc1ccc2c(c1)N(C(=O)CCC(=O)NCCCN1CCN(C)CC1)CCO2 | 4 | -2 | 7 | -4 | 2 | -3 | -2 | 3 | -2
40 | O=C(NCCN1CCC(Cc2ccccc2)CC1)C1CCN(S(=O)(=O)N2CCC3(CC2)OCCO3)CC1 | 1 | 3 | 6 | -11 | 3 | -2 | 6 | 1 | 14
41 | O=C(c1ccc(Cl)cc1)c1cn[nH]c1-c1ccccc1O | -2 | -2 | 6 | -2 | 0 | 4 | 6 | 3 | 5
42 | COc1ccc(-c2cc(-c3nnc(COC(=O)C4CC4C)o3)c3ccccc3n2)cc1OC (centres undefined) | -6 | -8 | -2 | -8 | -3 | -2 | -4 | 0 | -7
43 | O=C(N/C=N/OCc1ccc(Cl)cc1Cl)NOCc1c(Cl)cccc1Cl | -1 | -12 | -3 | -7 | -9 | 0 | 12 | -1 | 2
44 | COc1ccc(C(=O)NCc2ccc(S(N)(=O)=O)cc2)cc1[N+](=O)[O-] | 2 | -5 | 9 | -3 | -4 | -3 | 4 | -3 | 5
45 | COC(=O)c1cc(Br)cn1S(=O)(=O)c1ccccc1 | -2 | 0 | 3 | 1 | -1 | 7 | 2 | 1 | 1
46 | CCOC(=O)CNC(=O)N1CCCC(C(=O)c2ccccc2SC)C1 (centres undefined) | 0 | 6 | 2 | 8 | 3 | 7 | 1 | 2 | -2
47 | O=C(C1=C[C@@H](c2coc3ccccc3c2=O)C[C@@H](OCc2ccc(CO)cc2)O1)N1CCCCCCC1 | 5 | 3 | -4 | -1 | 4 | 6 | -1 | -12 | -7
48 | Cc1sc2ncn(CC(=O)NCc3ccccc3)c(=O)c2c1C | -2 | -2 | -3 | -2 | -8 | 1 | -3 | -3 | 1
49 | COc1ccc(-c2cc(C(F)(F)F)nc(N3CCN(Cc4ccccc4)CC3)n2)cc1OC | -6 | -9 | -1 | -4 | 2 | -1 | -1 | -2 | 3
50 | COc1cccc(NC(=O)COC(=O)c2cccnc2)c1 | -2 | 12 | -2 | 3 | 2 | 3 | 4 | -2 | 7
51 | NC(=O)NC(c1ccccc1)c1ccccc1 | 2 | 1 | 4 | 2 | -3 | 0 | 1 | -2 | 8
52 | Cc1cccc(-[n+]2c(C)cc(C)c3c(=O)[nH]c(=O)[nH]c32)c1 | -2 | -4 | 13 | 6 | 1 | 6 | 2 | 1 | 0
53 | COc1ccc(-n2cc(C(=O)O)c(=O)cc2C)cc1 | 4 | 1 | 0 | -5 | 1 | 3 | 2 | 1 | -3
54 | COc1cc(OC)cc(C(=O)NCC(=O)N2CCC(C)CC2)c1 | -1 | 7 | -3 | -1 | 2 | 6 | 0 | -4 | 3
55 | CC(=O)Nc1ccccc1C(=O)N1CCN(c2cccc(C)c2C)CC1 | 4 | 7 | 8 | -4 | -3 | -2 | 6 | 3 | 10
